PRMT1 inh = blocks human protein arginine methyltransferase 1 | inhibition, % at 2.79 µM | AID 652257 | hit rate 1.3% among 370,000 | Q99873 | recombinant PRMT1, activity-based probe fluorescence polarization;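 active means inhibition above about 21% made by adding two undisclosed values, limit read from the data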
TDP2 inh = blocks human TDP2 phosphodiesterase activity. recombinant TDP2, T5PNP hydrolysis, p-nitrophenol absorbance 415 nm. hit rate 0.34% among 370,000. O95551. inhibition, % at 12.8 µM. AID 720702;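 active means inhibition above the mean of all tested compounds plus 3 SD, set per campaign, cut at about 25% in these data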;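 further: 0% = DMSO with enzyme and 100% = buffer with substrate but no TDP2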
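test system = human TDP2 enzyme | input = TDP2 enzyme at 120 nM final | medium = 50 mM Tris-HCl pH 7.5 with Mg2+, KCl, DTT, BSA | also added = T5PNP substrate, 5 mM | times = 2 h at 37 °C | technique = epi absorbance | benchmarks = high control without enzyme, low control DMSO plus TDP2 | replication = each compound tested once, singlicate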
ABHD4 inh = inhibitors of mouse ABHD4; Q8VD66; purified mABHD4, FP-Rh probe fluorescence polarization; inhibition, % at 8.92 µM; hit rate 0.54% among 370,000; AID 720543;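 active means inhibition exceeding the mean over every tested compound plus 3 SD, cut at about 30% in these data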;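 further: 0% = plate median of compound wells and 100% = S159A mutant with DMSO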
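Doses – 8.92 µM, single dose · Material – wild-type mouse ABHD4 protein · Replication – single well per compound (singlicate) · Measure – percent inhibition of probe binding, normalized to plate controls · Schedule – 45 min compound pre-incubation plus 60 min probe step, 25 °C · Detection – fluorescence polarization with parallel and perpendicular emission, 525/598 nm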
rCAG binder = r(CAG) repeat RNA binding; TO-PRO-1 dye displacement fluorescence; inhibition, % at 3 µM; hit rate 1.3% among 370,000; AID 651821;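 active means inhibition above the plate cutoff, the mean of all test compounds on that plate plus 3 SD, cut at about 35% in these data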;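 further: 0% = DMSO alone and 100% = 100 µM mitoxantrone as full dye displacement; higher means more dye released from RNA so lower well fluorescence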
LEDGF integ inh = blocks HIV-1 LEDGF/p75-dependent DNA integration | inhibition, % at 3.7 µM | TR-FRET IN-LEDGF/p75 DNA integration, Eu/Cy5 | hit rate 0.64% among 370,000;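 active means inhibition above the screen-wide mean plus 3 SD, cut at about 13% in these data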;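 further: signal is the Cy5 over europium emission ratio at 671 and 618 nm; 0% = plate median of compound wells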
SIAE inh = blocks human sialic acid acetylesterase. SIAE FP-Rh probe binding, fluorescence polarization. Q9HAT2. hit rate 0.69% among 370,000. inhibition, % at 9.66 µM;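 active means inhibition above a cutoff: mean of compounds within the control limits plus 3 SD of those, cut at about 17% in these data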;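 further: 0% = plate median of compound wells and 100% = probe without SIAE protein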
GC-B act = GC-B (human) receptor activation; activation, % at 10 µM; hit rate 0.11% among 370,000; AID 1920062; HEK293-GC-B cells, CNP EC30, cGMP TR-FRET; 0% at EC30 CNP, 100% saturating CNP;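 active means activation at 10 µM reaching about 35% in either raw or pattern-adjusted values, limit read from the data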
MBD2 inh = blocks human MBD2 binding to methylated DNA. Q9UBB5. TR-FRET, MBD2 binding to methylated oligonucleotide. inhibition, % at 4.4 µM. hit rate 0.31% among 370,000. AID 686964; in the data active means inhibition above about 13%
Target sequence (Q9UBB5 whole entry, looked up): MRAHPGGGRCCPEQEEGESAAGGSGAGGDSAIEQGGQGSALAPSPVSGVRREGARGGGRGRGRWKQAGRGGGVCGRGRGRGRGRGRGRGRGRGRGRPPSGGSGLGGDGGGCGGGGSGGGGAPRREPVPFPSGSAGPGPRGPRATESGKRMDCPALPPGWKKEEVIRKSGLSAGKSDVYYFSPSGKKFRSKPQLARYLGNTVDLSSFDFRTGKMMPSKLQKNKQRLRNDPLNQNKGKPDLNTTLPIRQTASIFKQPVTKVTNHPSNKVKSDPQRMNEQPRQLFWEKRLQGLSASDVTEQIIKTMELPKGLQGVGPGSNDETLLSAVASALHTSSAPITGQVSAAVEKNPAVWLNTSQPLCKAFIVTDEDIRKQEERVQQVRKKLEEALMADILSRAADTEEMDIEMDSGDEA
TCR-CD3 inh = inhibitors of human TCR-CD3 interaction; TAMRA-labeled TCR probe fluorescence, biochemical; inhibition, % at 9.4 µM; hit rate 0.37% among 360,000; AID 651800; in the data active means inhibition above about 19%;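 further: recombinant mutant TCR 2C K166C tagged with TAMRA read by polarization; 0% = receptor in buffer alone and 100% = receptor with positive control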
HTRA1 inhibitor = blocks human HTRA1 serine peptidase; Q92743; recombinant HTRA1, FP-rhodamine activity-based probe, fluorescence polarization; inhibition, % at 5.96 µM; hit rate 0.5% among 340,000; in the data active means inhibition above about 36%;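 further: 0% = enzyme with DMSO and 100% = wells lacking enzyme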
Target sequence (Q92743 whole entry, looked up): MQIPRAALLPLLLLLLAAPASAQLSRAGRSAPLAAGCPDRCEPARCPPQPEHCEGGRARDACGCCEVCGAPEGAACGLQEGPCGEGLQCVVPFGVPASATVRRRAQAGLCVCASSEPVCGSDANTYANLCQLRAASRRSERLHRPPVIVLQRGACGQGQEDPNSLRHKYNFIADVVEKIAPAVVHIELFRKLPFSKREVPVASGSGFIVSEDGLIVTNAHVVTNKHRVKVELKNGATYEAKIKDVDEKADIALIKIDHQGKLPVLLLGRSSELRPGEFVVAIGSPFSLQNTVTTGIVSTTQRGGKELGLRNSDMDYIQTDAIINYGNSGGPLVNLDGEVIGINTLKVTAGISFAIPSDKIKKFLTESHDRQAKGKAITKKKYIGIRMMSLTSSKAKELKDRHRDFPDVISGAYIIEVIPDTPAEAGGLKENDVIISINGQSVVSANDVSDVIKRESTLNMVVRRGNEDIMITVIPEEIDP
* marks the source's active call; other numbers are inactive results; x = not tested or not shown. Some of the compounds tested; rates above refer to the full screens.

nr	mol	PRMT1 inh	TDP2 inh	ABHD4 inh	rCAG binder	LEDGF integ inh
1	CCc1nc2ccc(C(=O)N3CCN(C(C)=O)CC3)cn2c1N(CC)C(C)=O	-2	3	2	3	0
2	Cn1c(=O)n(C)c2cc(NC(=O)COc3ccc(F)cc3F)ccc21	-1	-2	2	-4	-2
3	Cc1ccc(NS(=O)(=O)c2ccc(-c3coc(C)n3)cc2)c(Cl)c1	3	5	-7	10	0
4	Cc1c(C(=O)N(C)CCC#N)oc2ccc(S(=O)(=O)N3CC(C)CC(C)C3)cc12 (stereo unspecified)	1	10	-1	-4	-3
5	COC(=O)c1ccc(CNC(=O)c2ccc(OCC(=O)N3CCOCC3)c(OC)c2)cc1	1	-2	-2	-3	-4
6	Cc1csc(NC(=O)c2nc(-c3ccccc3)n(-c3ccccc3)n2)n1	1	13	-6	-4	-3
7	Cc1nnc(NC(=O)c2ccccc2-c2ccccc2C(=O)O)s1	0	11	7	1	2
8	CCOc1cccc(C(=O)Nc2cnn(Cc3ccccc3)c2)c1	0	-1	-2	-3	-1
9	CC[C@@H]1CC=C[C@H]2[C@H]1C(=O)N(Cc1ccccc1)[C@H]2c1ccc(C(F)(F)F)cc1	2	2	-1	-5	-3
10	CCCN(CCC)CCSc1nc(O)c(C(C)C)c(=O)[nH]1	1	0	-1	1	0
11	OCC1OC(n2cnc3ccccc32)CC1O (stereo unspecified)	-2	3	4	0	-3
12	Cc1ccc(S(=O)(=O)Nc2ccc(C(=O)Nc3ccncc3)cc2)cc1	0	-5	-20	12	3
13	Cc1ccccc1C(=O)OC1CCN(C)CC1	-3	-6	2	-1	1
14	CCCOc1ccc(F)cc1-c1cc(C(=O)Nc2ccc(F)cc2)[nH]n1	5	5	-14	5	-1
15	CN(C(=O)c1ccncc1)C1CCCN(Cc2ccccc2F)C1 (stereo unspecified)	-2	-29	2	1	1

nr	SIAE inh	GC-B act	MBD2 inh	TCR-CD3 inh	HTRA1 inhibitor
1	8	3	-2	2	x
2	-2	2	2	0	2
3	-6	-3	-1	2	-9
4	1	-1	5	0	2
5	-2	5	2	-6	-3
6	-3	-7	2	-10	-19
7	8	0	-5	-7	9
8	1	0	2	-5	-13
9	6	-5	-1	6	-15
10	4	-3	-5	5	5
11	-1	5	-3	6	4
12	-9	-6	-1	8	-9
13	2	5	-1	8	-4
14	-2	3	-2	-7	x
15	2	-1	-4	3	4

Additional structures:
nr	mol	PRMT1 inh	TDP2 inh	ABHD4 inh	rCAG binder	LEDGF integ inh
16	O=C(OC1CCCCC1)c1cc2ccccc2oc1=O	-3	15	-2	0	2
17	O=C(c1ccco1)N1CCN(C(=S)Nc2ccc(Br)cc2Cl)CC1	2	-6	-2	-4	0
18	CC(C)N=C(NC#N)SCc1ccc(F)cc1	0	0	-6	1	0
19	CC1=C(C(=O)OCc2ccccc2)C(c2ccc3ccccc3c2)NC(=O)N1CCCC(=O)O (stereo unspecified)	4	7	-8	22	1
20	O=C(c1ccccc1)N1CCN(c2ccccc2F)CC1	5	6	10	-1	2
21	O=C1NC(c2ccc(Cl)cc2)=COc2ccccc21	2	-2	-6	0	-2
22	Cc1cnc(C(=O)OCc2c(C)cc(C(C)(C)C)cc2C)cn1	-2	-20	-13	0	3
23	COc1ccccc1CNC(=O)C[n+]1ccccc1	-1	-4	1	-1	0
24	CC(=O)Nc1ccc(Oc2cc(NC(C)=O)cc([N+](=O)[O-])c2)cc1	-4	-5	-1	3	-1
25	COc1ccc(C(=O)N2CCN(c3ccc(NC(=O)c4cccnc4)cc3)CC2)cc1	-1	8	-6	-2	3
26	Cc1ccc(Cl)cc1-c1ccc(/C=N/n2cnnc2)o1	3	-10	-13	-4	-7
27	CC(C)Cn1cc(C(=O)NCCCOC(C)C)c2c3ccccc3n(C)c2c1=O	-2	-5	-4	-6	-4
28	COc1ccc(-c2nc3cc(C)ccn3c2NCc2ccc3c(c2)OCO3)cc1	-2	0	-5	-2	-2
29	COc1ccc(CSC2=CS(=O)(=O)c3ccccc3N2)cc1	-6	-4	-4	2	4
30	Cc1cccc(Oc2ncnc3oc(-c4ccccc4)cc23)c1C	3	-4	-3	3	-1

nr	SIAE inh	GC-B act	MBD2 inh	TCR-CD3 inh	HTRA1 inhibitor
16	-1	6	0	1	-3
17	5	1	5	1	1
18	-8	1	-1	4	2
19	0	0	0	-1	-11
20	-4	-1	1	-2	-5
21	-1	-7	-2	-7	-1
22	-7	-5	-6	-8	-10
23	15	3	-4	9	7
24	1	3	1	5	-1
25	7	4	0	-7	4
26	-7	-7	5	-8	-7
27	-3	-16	-6	5	0
28	3	1	0	0	6
29	-6	1	-6	4	-7
30	-3	-5	0	-1	1

9 compounds already listed, sorted by formula weight, highest first.
nr	mol	PRMT1 inh	TDP2 inh	ABHD4 inh	rCAG binder	LEDGF integ inh
17	O=C(c1ccco1)N1CCN(C(=S)Nc2ccc(Br)cc2Cl)CC1	2	-6	-2	-4	0
25	COc1ccc(C(=O)N2CCN(c3ccc(NC(=O)c4cccnc4)cc3)CC2)cc1	-1	8	-6	-2	3
28	COc1ccc(-c2nc3cc(C)ccn3c2NCc2ccc3c(c2)OCO3)cc1	-2	0	-5	-2	-2
29	COc1ccc(CSC2=CS(=O)(=O)c3ccccc3N2)cc1	-6	-4	-4	2	4
24	CC(=O)Nc1ccc(Oc2cc(NC(C)=O)cc([N+](=O)[O-])c2)cc1	-4	-5	-1	3	-1
22	Cc1cnc(C(=O)OCc2c(C)cc(C(C)(C)C)cc2C)cn1	-2	-20	-13	0	3
20	O=C(c1ccccc1)N1CCN(c2ccccc2F)CC1	5	6	10	-1	2
16	O=C(OC1CCCCC1)c1cc2ccccc2oc1=O	-3	15	-2	0	2
18	CC(C)N=C(NC#N)SCc1ccc(F)cc1	0	0	-6	1	0

nr	SIAE inh	GC-B act	MBD2 inh	TCR-CD3 inh	HTRA1 inhibitor
17	5	1	5	1	1
25	7	4	0	-7	4
28	3	1	0	0	6
29	-6	1	-6	4	-7
24	1	3	1	5	-1
22	-7	-5	-6	-8	-10
20	-4	-1	1	-2	-5
16	-1	6	0	1	-3
18	-8	1	-1	4	2

More compounds:
nr	mol	PRMT1 inh	TDP2 inh	ABHD4 inh	rCAG binder	LEDGF integ inh
31	Cc1ccc2c(c1)c1c3n2CCCNC3CCC1 (stereo unspecified)	-1	-9	1	3	2
32	CCOc1ccc(-c2cc(CCCC(=O)NCc3ccco3)no2)cc1	2	6	-6	2	0
33	N/C(=N\c1nc2ccccc2o1)NC(=O)c1ccccc1NC(=O)c1ccccc1	-1	14	9	3	2
34	CN(C)C=Nc1ncc2c3ccccc3n(CCN(C)C)c2c1C#N	-3	5	-2	-1	-2
35	COC(=O)c1cc2cc(Cl)ccc2nc1SC	6	-4	5	4	-7
36	O=C(c1ccco1)N1CCN=C1SCc1cccnc1	7	-12	3	0	-2
37	CCOC(=O)c1ccc(NC(=O)C2CCCN(S(=O)(=O)c3ccc(F)cc3)C2)cc1 (stereo unspecified)	1	-13	-38	7	2
38	NS(=O)(=O)OCc1ccc(C(F)(F)F)cc1	1	6	5	2	2
39	COC(=O)c1ccc(NC(=O)CSc2nncn2-c2cccnc2)cc1	0	-1	7	1	-2
40	CCOc1ccc2ccccc2c1/C=N\NC(=O)OC	0	-9	-6	-1	2
41	CN(C)c1ccc(/C=N/NC(=O)c2ccc3nc[nH]c3c2)cc1	0	8	3	-1	2
42	COC(=O)[C@]12C[C@H](CC(=O)N3CCSCC3)C(=O)N(Cc3ccccc3)C1=C[C@H](C1CCCC1)O[C@@H]2C	0	1	-6	3	-3
43	Cc1nnc(NC(=O)CSc2n[nH]c(-c3ccccc3C)n2)s1	-8	-8	3	1	-3
44	Cc1nc2c(-c3ccc(F)cc3)c(C)nn2c(C)c1CCC(=O)N1CCN(c2ccccc2)CC1	-1	-4	1	3	-2
45	O=C(CN(C(=O)CCC(=O)Nc1nccs1)c1ccc(F)cc1)NCc1ccccc1	-3	-10	-3	-2	2

nr	SIAE inh	GC-B act	MBD2 inh	TCR-CD3 inh	HTRA1 inhibitor
31	10	-5	4	2	13
32	-5	0	2	5	-5
33	-3	2	-3	0	-10
34	5	6	1	-1	-1
35	-3	-1	0	-11	2
36	1	5	7	4	2
37	-18	1	2	-9	-22
38	7	2	-6	0	5
39	-4	-3	3	-2	3
40	4	1	-1	-2	-4
41	11	-18	2	-8	2
42	-2	-12	1	0	x
43	-2	3	-1	0	0
44	4	-11	6	3	2
45	-4	4	0	-3	2

Additional results.
nr	mol	PRMT1 inh	TDP2 inh	ABHD4 inh	rCAG binder	LEDGF integ inh
46	Cn1ncc(Cl)c1C(=O)N1CCC(Cc2ccccc2)CC1	7	-19	-14	-9	-6
47	Cc1cc(C)cc(NC(=O)CCCCCN2C(=O)[C@@H]3Cc4ccccc4CN3C2=O)c1	0	14	1	-6	3
48	CCOc1ccc(N(CC(=O)Nc2ccc(C)c(C)c2)S(C)(=O)=O)cc1	-1	-5	1	-2	4
49	CCCCn1c(N)c(Sc2ccc(Cl)cc2)c(=O)[nH]c1=O	0	-6	1	-3	-6
50	Cc1cc2c(cc1S(=O)(=O)N(C)C1CCCCC1)OCC(=O)N2	4	10	-4	1	-3
51	COc1ccccc1/C=C/C(=O)Oc1cccc2cccnc12	2	-12	2	-1	-3
52	COc1ccc(NCc2nc3ccccc3n2CCOc2ccc(C)cc2)cc1	3	3	11	-2	5
53	O=C(CN1CCN(S(=O)(=O)c2cc(Cl)ccc2Cl)CC1)c1ccc(O)c(O)c1	19	-2	20	11	51*
54	CSc1sc(C(=O)N(C)C)cc1S(=O)(=O)C(C)C	-2	19	2	-2	-2
55	C[C@@H](C[C@@H](O)[C@H](O)C(C)(C)O)[C@@H]1CC[C@]2(C)C3=CC[C@H]4C(C)(C)C(=O)CC[C@]4(C)[C@H]3CC[C@@]12C	-4	6	2	-1	1
56	CCOC(=O)c1sc2nc(CC(=O)OC)nc(N3CCN(c4ccc(OC)cc4)CC3)c2c1C	-1	-15	-1	3	0
57	Cc1cc2nnc(SCC(=O)Nc3cc(S(=O)(=O)N4CCOCC4)ccc3Cl)n2c2ccccc12	0	-5	-3	9	-2

nr	SIAE inh	GC-B act	MBD2 inh	TCR-CD3 inh	HTRA1 inhibitor
46	-6	-2	4	-14	-1
47	-2	0	2	2	-9
48	-6	3	-2	6	-7
49	-2	-6	0	-5	-5
50	-6	4	0	-3	-3
51	-6	1	-1	7	20
52	7	-2	-7	5	15
53	7	-4	0	8	40*
54	2	7	-2	3	x
55	-12	-12	-5	2	-59
56	5	-4	-1	4	-9
57	-6	-3	-2	0	-10
